Glioma ERSR ind: ER stress response induction in glioma | 420,000 compounds, 0.02% hits | Potency, µM, for inactives: at the highest dose activation, actives largely listed as activators | U87-MG GRP78 promoter luciferase reporter, 16 h | AID 602332; further: potency means the concentration at half of the fitted maximal effect; series mostly up to about 76 µM; % of control where 0% means no effect; nearly all actives have a fitted effect of over 35% in size
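Stably transfected U87-MG human glioma cells carrying a GRP78-based luminescent sensor were seeded at 1000 cells/well, pin-dosed with compounds and incubated 16 h. Luciferase reagent was then added, and end-point luminescence was read after 10 min at room temperature.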
Vif-A3G inh: inhibitors of Vif-APOBEC3G interaction. Q9HC16. HeLa A3G-eYFP + Vif (tagged APOBEC3G with the HIV-1 protein that degrades it), YFP fluorescence, overnight. Potency, µM (doses to about 46.1 µM), for inactives: at the top dose activity, negative = active, most hits filed as inhibitors. 410,000 compounds, 0.076% hits. AID 602310;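 further: potency means the concentration at half of the fitted maximal effect; on the % scale 0 is the no-effect control and ±100 the full control effect; nearly all actives have a fitted effect of over 60% in size; hits raise eYFP signal because A3G escapes Vif-driven loss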
Target sequence (Q9HC16 whole entry, looked up): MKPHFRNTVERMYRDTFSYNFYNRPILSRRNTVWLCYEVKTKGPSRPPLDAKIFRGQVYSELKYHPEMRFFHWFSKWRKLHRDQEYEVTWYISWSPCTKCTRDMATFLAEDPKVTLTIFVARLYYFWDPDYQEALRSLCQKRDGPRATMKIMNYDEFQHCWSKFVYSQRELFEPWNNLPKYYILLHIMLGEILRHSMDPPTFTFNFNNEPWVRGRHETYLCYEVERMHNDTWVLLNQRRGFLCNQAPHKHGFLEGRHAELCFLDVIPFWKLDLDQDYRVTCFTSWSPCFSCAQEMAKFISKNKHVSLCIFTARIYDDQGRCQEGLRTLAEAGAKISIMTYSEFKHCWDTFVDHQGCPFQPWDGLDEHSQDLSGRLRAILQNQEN
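Read-out is eYFP fluorescence (Ex 488/Em 500-530) from Vif-expressing HeLa A3G-eYFP cells; more signal means A3G escaped Vif-mediated degradation. Cells plated overnight, compound pinned in, incubated overnight at 37 deg C.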
mIDH1 inhibitor: human IDH1 R132H inhibition; IDH1-R132H enzyme, NADPH consumption, diaphorase/resazurin fluorescence; AID 602179; 390,000 compounds, 0.093% hits; Potency, µM (highest dose often 76.6 µM), for the others: at the top dose activity change, negative = inhibition, usual class: inhibitors; further: potency means the concentration at half of the fitted maximal effect; on the % scale 0 is the no-effect control and ±100 the full control effect; nearly all actives have a fitted effect of over 65% in size
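IDH1-R132H (0.5 ug/mL dispensed) in pH 7.5 Tris buffer was preincubated 30 min with compound, then given a substrate mix of 0.016 mM NADPH and 2 mM alpha-KG for 80 min at room temperature; remaining NADPH was read by diaphorase/resazurin fluorescence.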
LDHA block: blocks human lactate dehydrogenase A; purified LDHA, NADH/diaphorase-resazurin fluorescence; stronger effect = lower value; activity change, % (values are at about 110 or 230 µM); 480,000 compounds, 0.15% hits; AID 1347041; in the data active means activity change below about -30%; inconclusive means mostly about -25% to -30%;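 further: plate controls were DMSO wells for no effect and wells without enzyme for full effect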
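Resorufin fluorescence (ex540/em590), read at 0 and 20 min after diaphorase/resazurin addition, reports the NADH left after a 5 min room-temperature reaction of 2 nM human LDH5 with 0.06 mM NADH and 0.2 mM pyruvate.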
USP1-UAF1 inh: inhibitors of human USP1/UAF1 deubiquitinase; O94782; recombinant USP1/UAF1, Ub-Rhodamine cleavage fluorescence; Potency, µM (top dose mostly 57.1 µM), inactives show at the top dose activity change, negative = inhibition, actives largely listed as inhibitors; 390,000 compounds, 0.23% hits; AID 743255; further: potency means the concentration at half of the fitted maximal effect; on the % scale 0 is the no-effect control and ±100 the full control effect; nearly all actives have a fitted effect of over 60% in size; inactives centre near -12
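1 nM enzyme complex + cpd, 15 min RT; start with Ub-Rho 150nM final; kinetic fluorescence ex 480/em 540, 6 reads q60 s. Buffer 50mM HEPES pH 7.8, 0.5mM EDTA, 0.1 mg/ml BSA, 1mM TCEP, 0.01% Tween-20.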
PI4K2A block: PI4K2A (human) kinase inhibition; Q9BTU6; purified PI4K2A, ADP-Glo luminescence, 1 h; stronger effect = lower value; activity change, negative = inhibition, % at 76.9 µM; 420,000 compounds, 0.13% hits; in the data active means activity change below about -50%; inconclusive means mostly about -30% to -49%;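 further: -100% = wells without enzyme as full effect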
Target sequence (Q9BTU6 whole entry, looked up): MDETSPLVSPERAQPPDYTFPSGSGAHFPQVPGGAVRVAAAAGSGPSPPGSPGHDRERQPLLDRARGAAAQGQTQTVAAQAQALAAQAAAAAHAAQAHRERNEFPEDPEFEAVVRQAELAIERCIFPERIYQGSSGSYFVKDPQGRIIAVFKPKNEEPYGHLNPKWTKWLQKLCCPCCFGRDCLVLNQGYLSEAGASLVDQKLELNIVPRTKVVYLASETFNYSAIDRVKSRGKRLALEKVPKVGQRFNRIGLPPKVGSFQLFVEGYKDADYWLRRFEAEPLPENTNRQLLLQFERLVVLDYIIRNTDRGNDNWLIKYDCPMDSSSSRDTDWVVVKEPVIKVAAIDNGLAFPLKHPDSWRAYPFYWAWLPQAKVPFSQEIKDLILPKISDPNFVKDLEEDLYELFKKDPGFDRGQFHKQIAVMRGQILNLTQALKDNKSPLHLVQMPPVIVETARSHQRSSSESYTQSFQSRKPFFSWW
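In this quantitative HTS, ADP production by PI4K2A was quantified luminescently after 1 h at ambient temperature; 100 microM adenosine served as plate-quality control.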
RXFP1 ag: RXFP1 (human) receptor agonism; AID 2676; Potency, µM (series often up to 57.5 µM), inactives show at the highest dose activation, actives largely listed as activators; HEK293T-RXFP1 cAMP TR-FRET, 30 min; response scale: percent of porcine relaxin response, buffer zero; 370,000 compounds, 0.3% hits; further: potency means the concentration at half of the fitted maximal effect; on the % scale 0 is the no-effect control and ±100 the full control effect; nearly all actives have a fitted effect of over 60% in size; many of its hits are not listed in these tables
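Agonist response is measured as cAMP accumulation in an RXFP1-transfected HEK293T line under PDE4 inhibition. Values are scaled between buffer-only and 29 nM porcine relaxin, and EC50s come from standard Hill equation fits.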
Vif-A3F inh: Vif-A3F binding inhibition; 390,000 compounds, 0.2% hits; HeLa A3F-eYFP + Vif (tagged APOBEC3F with the HIV-1 protein that degrades it), YFP fluorescence increase; Potency, µM (top dose mostly 46.1 µM), inactives show top-dose activity, negative = active; further: potency means the concentration at half of the fitted maximal effect; % of control where 0% means no effect; nearly all actives have a fitted effect of over 65% in size
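HeLa cells stably expressing Vif plus C-terminally eYFP-tagged A3F were seeded, incubated overnight at 37 deg C, dosed with compound, incubated overnight again at 37 deg C. Yellow fluorescence (Ex 488/Em 500-530) reported blocked Vif-mediated A3F-eYFP degradation.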
TrxR1 substrate: substrates of rat thioredoxin reductase 1; purified TrxR1 substrate turnover, NADPH consumption readout; Potency, µM (series often up to 114 µM), inactives show at the highest dose activity change, negative = substrate turnover; O89049; 390,000 compounds, 0.01% hits; further: potency means the concentration at half of the fitted maximal effect; on the % scale 0 is the no-effect control and ±100 the full control effect; nearly all actives have a fitted effect of over 50% in size
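Rat TrxR1, dispensed at 90 nM, was prereduced with 400 uM NADPH (final) for 5 min at ~22 deg C, then incubated with compound 15 min before 400 uM selenite. A first-read NADPH fluorescence drop versus no-compound background flagged substrates.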
The depositor's hits bear a star; u = inconclusive; x = not tested or not shown; & = joins results of further samples; [ ] = remark or other dose. Unless noted, the call rests on the fitted dose curve; in most records, active means well fitted curve in the direction sought with a large enough effect; inconclusive means small, poorly fitted or top-dose-only effect, or another doubt; inactive means no such curve, though single readings can be large; an effect the other way counts as inactive or inconclusive. Some of the compounds tested; rates above refer to the full screens.

SMILES	Glioma ERSR ind	Vif-A3G inh	mIDH1 inhibitor	LDHA block	USP1-UAF1 inh	PI4K2A block	RXFP1 ag	Vif-A3F inh	TrxR1 substrate
COc1ccc(C(C)C)cc1-c1cc(C(=O)NCc2cccc(C(F)(F)F)c2)[nH]n1	-4%	-2%	x	-9	x	3	x	x	x
O=C(c1ccc(S(=O)(=O)N2CCCCC2)cc1)N1CCN(c2ccccc2)CC1	-4%	3%	0%	2	-1%	6	-1.2%	-10%	-6%
CCOc1ccc2nc(NC(=O)c3cnc(C)cn3)sc2c1	-4%	-3%	-1%	-4	-2%	-9	-0.1%	-4%	4%
Cc1cnc(NC(=O)c2ccc(Cl)nc2)s1	3%	0%	6%	0	-6%	3	1.5%	-22%	-6%
CC(=O)c1cccc(CN2CCC(CO)(CCCc3ccccc3)CC2)c1	-8%	-1%	-6%	0	-22%	-6	-4.0%	-3%	5%
O=C(c1cccc(S(=O)(=O)N2CCOCC2)c1)N1CCCc2ccccc21	0%	1%	1%	2	-22%	0	0.1%	3%	18%[57.1 µM]
Cc1ccccc1N1C(=O)CC(N(O)c2ccccc2)C1=O (centres undefined)	-5%	-1%	0%	-4	-10%	4	-0.4%	5%	-2%
CCCCNC(=O)c1onc(CSc2cccc(OC)c2)c1C(=O)O	-4%	-14%	0%	-2	u	3	0.6%	4%	2%
O=C(NC1=NCCS1)c1ccc(Cl)c(S(=O)(=O)N2CCc3ccccc32)c1	0%	-3%	1%	-3	-31%	-9	0.6%	-4%	3%
Cc1ccc(CC2CC(=O)N(C(Cc3ccccc3)C(=O)O)C2=O)cc1 (centres undefined)	-1%	-7%	-1%	-2	2%	2	1.0%	3%	5%[57.1 µM]
O=C(NC1CCCCC1)N1CCCC(CNS(=O)(=O)Cc2ccccc2)C1 (centres undefined)	-5%	0%	0%	-8	-19%	13	3.2%	-1%	14%[57.1 µM]
COc1c(C)cccc1C(=O)Nc1ccc(CN2CCCCC2)cc1	0%	0%	11%	0	-11%	-2	1.7%	-3%	-9%
CCN(CC)CCn1c2c(c(SCC(=O)Nc3cccc(C(C)=O)c3)nc1=O)CCCC2	-5%	-3%	3%	-2	-14%	5	4.7%	1%	1%
Cc1ccc2cccc(OCc3nnc(SCC(=O)O)n3C)c2n1	-3%	0%	0%	8&-5	-6%	5	-1.1%	4%	9%[57.1 µM]
COc1ccc(CNC(=O)c2ccc(-n3cncn3)c3ccoc23)cc1OC	-1%	-9%	x	-7	x	-2	x	x	x
CC1CCc2c(sc(NC(=O)c3cccs3)c2C(=O)O)C1 (centres undefined)	2%	2%	-2%	-40*	-21%	0	-2.0%	10%	-9%
CC(C)(C)c1ccc(COn2ccnc2)cc1	2%	1%	7%	-7	-3%	3	0.0%	-5%	-3%
COc1ccc(S(=O)(=O)NNC(=O)c2csc(-n3nc(C)cc3C(F)(F)F)n2)cc1	-5%	2%	-2%	-2	-24%	0	-0.2%	-6%	-3%
Cc1cccc(C(=O)N(Cc2nc3ccccc3c(=O)[nH]2)C2CCCC2)c1	-2%	-8%	4%	1	8%	2	1.0%	1%	-2%[57.1 µM]
COc1cc(OC)c(Cl)cc1N	0%	-6%	16%	16	-16%	1	-3.0%	8%	-11%
CCn1c(Cc2cccs2)nnc1SCC(=O)c1ccc(C)cc1	4%	0%	9%	-7	-4%	8	0.4%	-14%	-9%
CCN1C(=O)[C@H]2[C@@H](c3ccc(-c4cc(C(C)=O)cs4)cc3)N3CCC[C@@]3(C(=O)OC)[C@H]2C1=O	0%	1%	-5%	-9	-27%	4	8.6%	2%	3%[57.1 µM]
COC(=O)CSC1=C(C#N)C(c2ccc(C(C)C)cc2)CC(=O)N1 (centres undefined)	1%	-6%	-13%	-16	-25%	1	0.1%	3%	-2%
Nc1ccn(CC(=O)N2CCN(c3ccccn3)CC2)c(=O)n1	-2%	0%	-6%	-1	1%	0	-0.7%	8%	20%[57.1 µM]
CC(C)N1CCC(N2CCN(Cc3ccc(-c4ccccc4Cl)o3)CC2CCO)CC1 (centres undefined)	7%	1%	-5%	-8	-15%	6	-1.2%	17%	6%

The list goes on.
SMILES	Glioma ERSR ind	Vif-A3G inh	mIDH1 inhibitor	LDHA block	USP1-UAF1 inh	PI4K2A block	RXFP1 ag	Vif-A3F inh	TrxR1 substrate
COC(=O)C1=C(C)N(Cc2ccccc2)C(=NCCc2c[nH]c3ccccc23)N[C@H]1c1ccccc1	-6%	0%	5%	-1	-27%	2	2.5%	-10%	0%
Oc1ccccc1Cc1c(O)ccc2ccccc12	-3%	-23%	3%	2	-21%	-3	0.2%	-4%	-2%
COC(=O)c1c(C)noc1-c1cc(C)on1	-4%	-1%	2%	-1	3%	-7	-0.5%	5%	9%[57.1 µM]
CCCN1Cc2cccc(C(N)=O)c2C1=O	-2%	0%	0%	-3	-7%	1	-0.1%	-1%	13%[57.1 µM]
Cc1ccc(C2C3C(=O)N(c4ccccc4)C(=O)C3N3CCCN23)cc1 (centres undefined)	3%	-1%	9%	-1	-20%	-4	0.6%	6%	2%
COc1cccc(OCC(=O)NC2CCS(=O)(=O)C2)c1 (centres undefined)	-5%	2%	6%	-5	0%	4	-1.2%	1%	-1%
Cc1noc(C)c1COc1ccc(C(=O)N2CCN(c3ccccc3O)CC2)cc1	-3%	-1%	7%	4	-18%	-2	1.5%	2%	7%
CCCn1c(=N)n(CC(O)c2ccc(C)cc2)c2ccccc21 (centres undefined)	-2%	-1%	2%	-3	-17%	1	-1.2%	15%	u
COCCc1nc2ccc(C(=O)N3CCCCC3COC)cc2o1 (centres undefined)	3%	-1%	-7%	-4	-15%	7	-1.0%	0%	2%
Cc1cc(C(=O)NCc2ccccc2Br)no1	1%	0%	2%	0	-8%	-7	-1.0%	-5%	7%
Clc1cccc(NCc2nnc3n2CCCCC3)c1	-1%	1%	-3%	-14	-17%	0	0.1%	10%	4%
Cc1cc(Nc2ccc(F)cc2F)n2ncnc2n1	-5%	1%	6%	0	-10%	4	2.7%	2%	6%[57.1 µM]
COc1cc(C(=O)NCCNC(=O)c2cnccn2)cc(OC)c1OC	-2%	-2%	-2%	-2	u	7	1.1%	-9%	6%
CCOC(=O)C1CCCN(C(=O)CN(c2ccc(OC)cc2)S(=O)(=O)c2c(C)noc2C)C1 (centres undefined)	-1%	2%	5%	-12	-9%	-3	0.0%	1%	3%
Cc1cc(C(=O)NNC(=O)c2cccs2)nn1C(C)(C)C	-1%	6%	-2%	-14	-2%	-1	1.4%	3%	-3%
Cc1ccc2cc(CN(C(=O)c3cccs3)c3ccccc3)c(=O)[nH]c2c1	-5%	0%	-3%	0	-16%	4	u	-25%	7%
CCN(CC)C(=O)Oc1cc(COC)nc(-c2ccccc2)n1	-2%	-1%	6%	-4	5%	5	0.1%	5%	9%[57.1 µM]
CC(Sc1nccn1C)C(=O)Nc1ccc(Cl)cn1 (centres undefined)	-3%	-1%	2%	-7	-11%	-2	-0.4%	-15%	-1%[57.1 µM]
COc1ccc(NC(=O)CNC(c2ccccc2)c2ccccc2)cc1	-4%	0%	16%	-20	-21%	0	0.1%	1%	0%
CC(C)OC(=O)c1sc2nc(-c3ccccc3)ccc2c1N	-7%	-8%	0%	-6	-16%	-2	12%	-15%	17%
Cc1cc(C)cc(N(CC(=O)N2CCc3ccccc32)S(=O)(=O)c2c(C)noc2C)c1	-4%	0%	1%	-8	2%	1	1.2%	-11%	-12%
O=C(COc1ccc2ccccc2c1)NNC(=O)Cc1ccccc1	-2%	-6%	3%	-1	-4%	-5	13%	1%	7%[57.1 µM]
Cc1ccc(CS(=O)Cc2ccc(C(=O)N3CCN(c4cccc(C)c4C)CC3)o2)cc1 (centres undefined)	-4%	-5%	-6%	-3	-28%	2	x	4%	x
COc1ccc(NC(=O)C2(C)Cc3c(-c4cccc(C(F)(F)F)c4)ccnc3O2)cc1OC (centres undefined)	-2%	-14%	x	-3	x	4	x	x	x
Cc1nn(-c2ccccc2)c(Cl)c1C(=O)Nc1ccccc1	3%	0%	3%	0	-15%	6	1.3%	-2%	-6%
O=C(CSc1nnc(CNC(=O)c2ccco2)o1)Nc1cccc(F)c1	-1%	3%	3%	-18	-12%	6	-3.6%	-2%	-2%
Cc1ccc(C(C)(C)NC(=O)C2CCC(=O)N(CCCN3CCOCC3)C2)cc1 (centres undefined)	-1%	1%	-6%	-5	-28%	-1	3.4%	6%	3%
Cc1ccc(N(CC(O)CN2CCOCC2)S(=O)(=O)c2ccc([N+](=O)[O-])cc2)cc1 (centres undefined)	-2%	1%	3%	0	5%	-3	0.0%	-6%	3%[57.1 µM]
COc1ccc(CNCC(O)(c2ccccc2)c2ccccc2)cc1OC	-6%	2%	10%	-3	-17%	4	0.0%	5%	12%
COc1ccc(N2CCN(C(=O)c3ccncc3)CC2)cc1	-2%	0%	3%	9	1%	4	1.1%	-16%	1%

Fetched one by one from the entries so far, 3 records:
SMILES	Glioma ERSR ind	Vif-A3G inh	mIDH1 inhibitor	LDHA block	USP1-UAF1 inh	PI4K2A block	RXFP1 ag	Vif-A3F inh	TrxR1 substrate
Cc1nn(-c2ccccc2)c(Cl)c1C(=O)Nc1ccccc1	3%	0%	3%	0	-15%	6	1.3%	-2%	-6%
COc1cc(OC)c(Cl)cc1N	0%	-6%	16%	16	-16%	1	-3.0%	8%	-11%
Nc1ccn(CC(=O)N2CCN(c3ccccn3)CC2)c(=O)n1	-2%	0%	-6%	-1	1%	0	-0.7%	8%	20%[57.1 µM]

Source: PubChem
